Source: PubChem BioAssay
hcDAF12 agonist: activates DAF-12 receptor from parasite H. contortus; activation, % at 6.8 µM; actives 1.4% (n = 370,000); HEK293 hcDAF-12 lit1-tk-luc reporter, luminescence; 0% DMSO, 100% Δ7-dafachronic acid; AID 652067;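 active means activation above the mean of all tested compounds plus 3 SD, cut at about 5.5% in these data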;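 further: 100% = response to 3 µM Δ7-dafachronic acid high control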
GAA850 FXN act: increases GAA850 frataxin promoter reporter activity | HEK293 lucGAA850 FXN promoter luciferase reporter, 24 h; percent of 10 µM SAHA response | activation, % at 6 µM | actives 0.56% (n = 360,000) | AID 540364;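 active means activation above the average of all compounds screened plus 3 SD, cutoff fixed separately per campaign, cut at about 7.5% in these data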;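 further: 0% = DMSO wells and 100% = 10 µM SAHA wells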
hgDAF-12 ag: agonists of H. glycines DAF-12 nuclear receptor; HEK293 GAL4-hgDAF12 UAS-luciferase reporter, agonist luminescence; normalized to butyrate control; activation, % at 6.8 µM; actives 1.8% (n = 370,000); AID 687014;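 active means activation above a cutoff set at the mean of all screened compounds plus 3 SD, cut at about 10% in these data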;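 further: 0% = DMSO wells and 100% = sodium butyrate wells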
sPLA2-III inh: Inhibits HGIII-sPLA2 liposome hydrolysis, primary screen; QFRET BODIPY PC-A2 liposome hydrolysis, fluorescence; actives 0.56% (n = 370,000); inhibition, % at 12.2 µM; Q9NZ20; AID 743126;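 active means inhibition above mean plus 3 SD of compounds lying within the high and low control bounds, cut at about 19% in these data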;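 further: 0% = median of test compound wells and 100% = no enzyme DMSO wells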
Target sequence (Q9NZ20 whole entry, looked up): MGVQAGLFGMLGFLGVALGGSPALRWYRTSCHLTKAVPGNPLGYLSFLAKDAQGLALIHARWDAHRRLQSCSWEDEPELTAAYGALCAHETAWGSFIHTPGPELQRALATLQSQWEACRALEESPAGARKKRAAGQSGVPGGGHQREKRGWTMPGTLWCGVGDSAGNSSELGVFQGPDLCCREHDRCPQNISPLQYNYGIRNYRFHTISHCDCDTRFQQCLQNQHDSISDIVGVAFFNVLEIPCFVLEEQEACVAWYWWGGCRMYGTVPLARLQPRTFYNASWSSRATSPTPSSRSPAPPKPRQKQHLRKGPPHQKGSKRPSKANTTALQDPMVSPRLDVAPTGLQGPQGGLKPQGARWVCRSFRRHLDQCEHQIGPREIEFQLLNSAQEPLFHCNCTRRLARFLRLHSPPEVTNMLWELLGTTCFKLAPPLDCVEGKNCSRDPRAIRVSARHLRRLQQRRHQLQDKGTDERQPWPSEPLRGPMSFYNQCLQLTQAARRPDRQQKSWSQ
SMARCA2 activ: activators of SMARCA2 function | MG213 cells, MMTV-luciferase reporter, dexamethasone, overnight | activation, % at 9.1 µM | actives 1% (n = 370,000) | AID 652017; in the data active means activation above about 7.8%;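 further: 0% = vehicle wells and 100% = reference activator wells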
GC-A act: GC-A (human) enzyme activation; P16066; HEK293 GC-A cells, cGMP TR-FRET, EC30 ANP; 0% at EC30 ANP, 100% saturating ANP; activation, % at 10 µM; actives 0.14% (n = 370,000); in the data active means activation above about 40%
NPR2 activator: GC-B (human) receptor activation. P20594. HEK293-GC-B cells, CNP EC30, cGMP TR-FRET; 0% at EC30 CNP, 100% saturating CNP. activation, % at 10 µM. actives 0.11% (n = 370,000). AID 1920062;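 active means activation at 10 µM reaching about 35% in either raw or pattern-adjusted values, limit read from the data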
ADAM10 inh: inhibits human ADAM10; O14672; recombinant ADAM10, EDANS/DABCYL FRET peptide cleavage, 3 h; inhibition, % at 7 µM; actives 0.62% (n = 370,000);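 active means inhibition above a per-campaign cutoff equal to the mean of compounds falling between control-based bounds plus 3 SD, cut at about 20% in these data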;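 further: 0% = DMSO wells while the 100% control is not disclosed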
Target sequence (O14672 214-748 limits assumed): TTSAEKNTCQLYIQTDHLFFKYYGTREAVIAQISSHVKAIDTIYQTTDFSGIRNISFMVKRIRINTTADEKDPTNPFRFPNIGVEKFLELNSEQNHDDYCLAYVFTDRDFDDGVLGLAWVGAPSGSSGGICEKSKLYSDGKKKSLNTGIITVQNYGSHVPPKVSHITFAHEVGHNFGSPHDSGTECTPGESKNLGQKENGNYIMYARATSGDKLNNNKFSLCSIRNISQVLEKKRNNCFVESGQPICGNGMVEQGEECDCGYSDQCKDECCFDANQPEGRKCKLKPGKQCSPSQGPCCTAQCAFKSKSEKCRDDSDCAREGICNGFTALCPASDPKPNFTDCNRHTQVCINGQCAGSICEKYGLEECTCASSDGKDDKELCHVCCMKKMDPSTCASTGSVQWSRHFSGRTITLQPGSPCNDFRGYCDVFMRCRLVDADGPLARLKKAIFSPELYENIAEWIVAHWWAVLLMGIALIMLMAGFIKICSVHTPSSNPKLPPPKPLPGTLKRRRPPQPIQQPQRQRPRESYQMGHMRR
DAX1 inh-1: inhibitors of DAX1 repression of SF-1 activated StAR promoter; HEK293T StAR-luciferase reporter, SF-1/DAX-1 repression relief; inhibition, % at 6.8 µM; actives 1.1% (n = 370,000); AID 652010;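 active means inhibition above the mean over all tested compounds plus 3 SD, cut at about 3.6% in these data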;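 further: 0% = DAX-1 cells with DMSO and 100% = cells lacking DAX-1 with DMSO; higher inhibition means more luminescence from relief of DAX-1 repression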
DAX1 inh-2: NR0B1 (DAX1) inhibition. P51843. HEK293 Gal4-DAX1 luciferase reporter, luminescence. inhibition, % at 6.75 µM. actives 0.99% (n = 340,000). AID 504766;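 active means inhibition above the mean over all tested compounds plus 3 SD, cut at about 4.2% in these data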;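 further: 0% = DAX1-transfected cells with DMSO and 100% = empty-vector control cells with DMSO; inhibition shows as a rise in luminescence from relieved DAX1 repression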
ssDAF-12 act: activates DAF-12 receptor from parasite S. stercoralis | HEK293 ssDAF-12/GRIP1 lit1-tk-luc reporter, luminescence; % of 3 µM dafachronic acid response | activation, % at 6.8 µM | actives 1% (n = 370,000);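 active means activation above the mean over all tested compounds plus 3 SD, cut at about 0.9% in these data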;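 further: 0% = DMSO-only wells and 100% = 3 µM delta7-dafachronic acid wells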
Starred values were filed as active, the others as inactive; i = inactive; . = not tested or not shown.

SMILES	hcDAF12 agonist	GAA850 FXN act	hgDAF-12 ag	sPLA2-III inh	SMARCA2 activ	GC-A act	NPR2 activator	ADAM10 inh	DAX1 inh-1	DAX1 inh-2	ssDAF-12 act
Cc1ccc(S(=O)(=O)N2CC=C(C(=O)NCc3ccccc3)CC2)cc1	3.3	0.3	-2.3	-5	-2	6	-6	9	0.2	1.7	-0.6
Cn1cnnc1Sc1ccc(C(=O)OCC(=O)Nc2ccccc2)cc1[N+](=O)[O-]	-0.4	0.2	-1.0	-3	2	1	-3	5	0.5	1.5	-1.2
Cc1cc(C)cc(C(=O)OCC(=O)Nc2ncccn2)c1	0.8	1.7	-0.9	9	-3	0	3	-22	0.0	0.9	-1.5
Cc1cccc(CCNS(=O)(=O)c2ccc(S(=O)(=O)NC3CCCC3)cc2)c1	0.3	-4.1	-4.7	-66	-5	0	-4	27*	-1.4	-1.7	-1.1
Cc1ccc2nc(SCC(=O)c3c[nH]c4ccccc34)[nH]c2c1	2.1	2.1	-2.1	-36	2	-12	-10	4	-0.3	0.3	0.7
O=C1NC(=O)/C(=C/c2cc3c(cc2Br)OCO3)S1	-2.9	1.8	2.3	-38	-1	1	-13	-13	-0.1	0.7	-1.3
COc1cc2[nH]c3c(OC)ncnc3c2cc1OC	-1.0	1.9	0.7	18	-1	10	9	-73	-0.4	2.1	-1.0
Cc1ccc(-c2cccc(NC(=O)C3C4C=CC(C4)C3C(=O)O)c2)o1 (centres undefined)	-0.5	1.4	-0.3	11	9.4*	1	2	-7	0.4	1.6	-0.8
O=C(NNC(=S)Nc1ccc(Br)cc1)c1cccnc1	-0.1	3.8	-0.8	19*	-3	-2	-2	-12	0.7	0.5	-0.9
COCc1[nH]nc2c1C(c1sccc1C)C(C#N)=C(N)O2 (centres undefined)	1.4	-0.5	-0.1	3	-1	3	-2	-37	-0.3	1.5	-0.9
CC(O)(c1cccc(F)c1)c1nc(-c2cccc(C#N)c2)cs1 (centres undefined)	0.5	4.4	-2.0	-11	-5	-3	-5	-3	-2.7	.	-1.3
OC(c1cccs1)c1nccc2ccccc12 (centres undefined)	0.2	1.4	-1.5	4	1	3	0	9	0.5	0.2	-1.3
O=[N+]([O-])c1ccc(F)cc1OCc1cccc(S(=O)(=O)N2CCOCC2)c1	0.8	1.4	-0.4	-2	-2	4	4	-9	-1.6	0.4	-0.5
Cc1nc(SCC(=O)NCc2ccc3c(c2)OCO3)c(C#N)c2c1CCCC2	-1.1	0.1	-1.2	1	-3	-6	-1	4	0.4	0.1	-1.1
c1cc(C2CCCCC2)ccc1Oc1nc(N2CCOCC2)nc(N2CCOCC2)n1	0.1	0.7	-2.5	4	-3	-2	-7	5	0.5	-1.0	-0.8
CCN(CC(=O)N1CCCC1)S(=O)(=O)c1ccc(OC)cc1	-1.1	-0.6	-2.3	4	-3	3	-2	-7	-0.3	-0.9	-1.5
CC1CC(C)CN(C(=O)C(NS(=O)(=O)c2ccc3c(c2)oc(=O)n3C)C(C)C)C1 (centres undefined)	-2.6	-1.5	-1.9	9	-2	0	-9	-7	-0.2	2.5	-1.1
COc1ccc(NC(=O)COC(=O)C2CC3C=CC2C3)cc1 (centres undefined)	-1.2	0.0	1.8	1	-2	3	-2	-2	-0.1	-0.3	-1.2
O=C(N/N=C/C(Br)=C/c1ccccc1)C1CC1	0.6	8.2*	2.9	0	9.6*	0	0	1	-0.3	1.0	0.0
O=C(OCC#CCSc1nnc(-c2cccc3ccccc23)o1)C1CC1	-1.1	.	-2.6	-24	.	-2	-3	-56	.	.	-1.1

One compound at a time, from the list above. Order of screens: hcDAF12 agonist, GAA850 FXN act, hgDAF-12 ag, sPLA2-III inh, SMARCA2 activ, GC-A act, NPR2 activator, ADAM10 inh, DAX1 inh-1, DAX1 inh-2, ssDAF-12 act
`O=C(OCC#CCSc1nnc(-c2cccc3ccccc23)o1)C1CC1` reads -1.1, ., -2.6, -24, ., -2, -3, -56, ., ., -1.1
`CC1CC(C)CN(C(=O)C(NS(=O)(=O)c2ccc3c(c2)oc(=O)n3C)C(C)C)C1` (centres undefined) reads -2.6, -1.5, -1.9, 9, -2, 0, -9, -7, -0.2, 2.5, -1.1

The listing continues.
SMILES	hcDAF12 agonist	GAA850 FXN act	hgDAF-12 ag	sPLA2-III inh	SMARCA2 activ	GC-A act	NPR2 activator	ADAM10 inh	DAX1 inh-1	DAX1 inh-2	ssDAF-12 act
CC(C)CCNC(=O)COC(=O)c1ccc(Br)o1	1.1	-0.5	0.8	3	-2	3	0	4	0.7	2.3	-1.3
Cc1cc(NC(=O)Cn2c(=O)c3c(ncn3CCC(C)C)n(Cc3ccccc3)c2=O)no1	-0.6	0.3	-0.1	-9	-1	9	5	-5	-0.5	-0.3	-1.0
CSc1nc2ccccc2n1CC(=O)Nc1ccc(C)c(C)c1	-0.5	-1.5	-2.2	-8	-3	13	5	2	-0.6	-2.0	-1.7
CCOC(=O)CCCNC(=O)c1cncc(O)c1	-0.2	-0.1	-2.5	3	-3	-4	-3	-39	-0.7	0.8	-1.0
NC(=O)c1ccc(NC(=O)CNC(c2ccccc2)c2ccccc2)cc1	0.1	1.5	3.1	3	-1	-1	3	-3	-0.1	-0.4	-1.2
CC(C)(C)c1nc(N2CCN(C(=O)c3ccco3)CC2)c2nnn(Cc3ccccc3)c2n1	-1.4	2.5	1.6	-11	-2	2	8	-2	0.1	0.7	-1.2
C/C(=N/NC(=O)c1cc(C(C)C)[nH]n1)c1cccs1	6.1*	0.6	14*	4	2	.	.	3	3.0	0.7	0.2
COc1cccc(CNc2ccc(S(N)(=O)=O)cc2)c1OCc1ccccc1F	-4.7	-0.1	-3.2	-25	-4	4	1	5	-1.0	-0.9	-1.5
Cc1cccc(C(=O)NC2CCN(S(=O)(=O)c3ccccc3)CC2)c1	0.5	1.2	2.3	0	-2	0	0	1	0.8	-0.1	-1.0
C#CCOCCOCCOCCNc1nc(N2CCN(C(=O)[C@H]([C@@H](C)CC)n3cc([C@@H](N)Cc4ccc(O)cc4)nn3)CC2)nc(N2CCN(C(=O)[C@H]([C@@H](C)CC)n3cc([C@@H](N)Cc4ccc(O)cc4)nn3)CC2)n1	-2.1	-1.0	1.4	-25	1	3	3	-1	-0.3	0.8	-0.9
Cc1nc2ccc(NS(=O)(=O)c3ccc(F)c(C)c3)cc2[nH]1	-3.2	-1.4	-5.3	-6	-3	4	0	-9	-1.4	-3.0	-1.9
Nc1c(Cl)cc(-c2csc(N3CCCC3c3nc4cc(Cl)c(Cl)cc4n3CCCO)n2)cc1Cl (centres undefined)	-0.7	2.4	-1.7	8	-2	-6	-7	5	-0.5	3.2	-0.9
O=c1c(Cl)c(N2CCN(c3ccccc3)CC2)cnn1C12CC3CC(CC(C3)C1)C2	-0.7	-0.7	2.8	4	-1	-2	6	7	-0.1	-0.1	-1.6
O=C1C=C(/C=C/C2C=CC=CC2)C[C@@H](c2ccc(Cl)cc2)C1 (some centres undefined)	-0.1	2.6	-0.9	-2	-1	0	-5	27*	0.1	0.9	-0.6
COc1ccc(Cc2nnc(SCC(=O)N(c3ccccc3)C(C)C)n(N)c2=O)cc1	-2.2	-0.2	-3.0	-10	-2	1	0	-12	-2.4	-0.3	-1.2
CCOC(CNC(=O)c1ccc2c(c1)nc(C)n2-c1cccc(F)c1)OCC	-1.4	2.3	-0.2	-1	4	3	5	0	0.1	-0.5	-1.4
Cc1nc2oc3ccccc3c(=O)c2c(=O)n1Cc1ccccc1	-1.5	3.4	-0.1	-1	0	3	-4	5	0.4	-1.1	-1.7
O=C(CN1c2cccc3cccc(c23)S1(=O)=O)Nc1ccc(S(=O)(=O)N2CCOCC2)cc1	-2.6	-1.4	0.4	-19	-2	-3	-2	-131	-0.7	-2.5	-1.8
O=C(c1ccccc1)c1ccc(C(=O)N2CCN(c3ccccc3)CC2)cc1	-1.3	-1.6	-1.3	-5	-2	2	-1	7	0.6	-0.3	-0.9
COc1cc(OC)c(-c2nc3c[n+](CC(=O)c4ccccc4)ccc3n2C)cc1OC	-0.5	-3.1	-1.9	-2	-2	2	-9	1	-0.3	0.6	-1.6
C=CC[C@@H](CC(=O)NCCO)C(=O)N[C@@H](C)COC(=O)[C@H](CC=C)CC(=O)OC(C)(C)C	-2.2	-0.7	-2.7	-2	4	-3	3	-6	-0.9	1.0	-0.9
COc1ccc2c(CC(=O)NC(Cc3ccc(Cl)cc3)C(=O)O)cc(=O)oc2c1C (centres undefined)	-1.8	-0.5	3.2	-16	0	-1	-4	i	0.0	0.5	-1.1
COc1ccc(CCNC(=O)CN(c2ccccc2OC)S(=O)(=O)c2ccc(C)cc2)cc1	-3.1	0.5	-4.5	-6	-2	-6	0	8	-3.9	0.2	-1.4
CC(=O)Nc1ccc(S(=O)(=O)N(C)CC(=O)OCC(=O)NC(C)C23CC4CC(CC(C4)C2)C3)cc1 (centres undefined)	-1.5	5.4	-4.2	-26	1	-3	-7	5	0.0	0.2	-1.6
CNC(=O)c1ccc(-n2cccn2)nc1	-0.8	1.5	2.3	-1	0	0	3	-5	0.6	-0.6	-1.4
CCN(CC)S(=O)(=O)c1ccc(N2CCOCC2)c(NC(=O)COc2ccc(OC)cc2)c1	0.0	0.5	0.1	1	-2	7	0	-12	-0.4	-0.1	-1.2
CCOC(=O)/C=C(C)\C=C\c1c[nH]c2ccccc12	4.3	-0.1	-0.1	-5	1	2	-3	-12	-0.2	-1.9	0.0
CCCCN1CC(N2CCN(Cc3ccccc3)CC2)CS1(=O)=O (centres undefined)	-0.2	.	-2.7	-2	1	3	-1	-7	-0.2	.	-1.7
C/C=C(\C)C(=O)Nc1cccc(C2=NOC3(C2)C[C@H](C(N)=O)N(C(=O)c2cc([N+](=O)[O-])cc([N+](=O)[O-])c2)C3)c1 (some centres undefined)	-2.0	-2.8	-1.4	-4	0	4	2	1	-1.1	0.6	-0.9
COc1cc(C2Nc3cccc4cccc(c34)N2)cc(OC)c1OC(C)=O	-1.1	-1.0	-0.6	-8	-1	9	0	5	-0.1	0.5	-0.9
COC(=O)C[C@@H]1CC[C@H](NC(=O)c2cnccn2)[C@@H](CO)O1	1.2	.	-0.9	3	-4	7	3	-3	2.1	.	-0.7
Cc1cccn2c(=O)c3cc(C(=O)NCCN4CCOCC4)c(=N)n(CCCN4CCOCC4)c3nc12	-1.3	0.0	1.3	7	-2	12	-1	i	0.1	2.9	-0.7
COc1ccc(OC)c(-n2c(SCC(=O)Nc3cccc(S(N)(=O)=O)c3)nc3ccccc3c2=O)c1	-3.8	0.3	-3.8	-9	-3	33	37*	14	-1.2	-1.8	-0.1
N#CCOc1nc(N2CCCCC2)nc(N2CCCCC2)n1	-1.8	2.8	-6.1	-7	0	0	4	8	-0.9	-2.2	-1.8
COc1ccc(CC(=O)Nc2ccc(-c3ccc4nnc(C)n4n3)cc2)cc1OC	-1.1	2.6	-4.7	0	-5	0	-5	-13	0.8	5.7*	0.2
O=C(O)/C(=C\c1ccccc1OC(F)F)Sc1nnc(-c2ccc(F)cc2)o1	-1.6	1.1	1.2	-8	3	0	4	11	-1.0	0.5	-2.0
COc1ccc(C(NC(=O)C2CCN(Cc3cc(OC)cc(OC)c3)CC2)c2ccccn2)cc1 (centres undefined)	-1.3	0.0	-2.6	-5	2	-2	-1	-5	-0.3	.	-0.9
